Screens deposited in PubChem BioAssay by National Center for Advancing Translational Sciences (NCATS).
GAA glycogen – qHTS Assay for Inhibitors and Activators of Human alpha-Glucosidase Cleavage of Glycogen | recombinant GAA, glycogen substrate, Amplex Red glucose oxidase fluorescence | Potency, µM (titrated, usually from 76.4 µM), for the others: at the highest dose activity change, negative = inhibition, usual class: inhibitors | 0.38% of 300,000 active | AID 2100, 2009;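 further: 0% = full enzyme reaction and -100% = no-enzyme basal signal; the screen sought inhibitors and activators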
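qHTS, 1536-well; enzyme 4 nM final; cpd up to 77 uM; substrate bovine liver glycogen 30 ug; 50 mM citrate/phosphate pH 5.0, 0.01% Tween-20; 37 C, 40 min; Amplex Red detection 45 min RT; Hill fit → AC50.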
HttQ103 aggreg – qHTS Multiplex Assay to Identify Dual Action Probes in a Cell Model of Huntington: Aggregate Formation (GFP). AID 1688, 2009. 1.1% of 220,000 active. Potency, µM (series often up to 46.1 µM), inactives show at the top dose activity change, negative = inhibition, usual class: inhibitors. PC12 HttQ103-GFP aggregates, Acumen cytometry, 40 h; further: on the % scale 0 is the no-effect control and ±100 the full control effect; nearly all actives have a fitted effect of over 60% in size
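Using laser scanning cytometry, GFP-positive aggregates were counted after lysis of PC12 cells induced with 100 nM tebufenozide to express HTT exon 1 Q103–GFP. Compounds were tested in titration.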
GAA inhib – qHTS Assay for Inhibitors of Human alpha-Glucosidase as a Potential Chaperone Treatment of Pompe Disease; Lysosomal alpha-glucosidase (Homo sapiens), P10253; purified human GAA, 4-MU-alpha-glucoside fluorescence; Potency, µM (series often up to 76.9 µM), inactives show top-dose activity change, negative = inhibition, usual class: inhibitors; 0.005% of 200,000 active; AID 1466, 2008;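 further: plate controls were uninhibited enzyme wells for no effect and no-enzyme background for full effect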
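Fluorogenic assay: 4 nM human alpha-glucosidase with 400 uM 4-methylumbelliferyl-alpha-D-pyranoside in 50 mM citrate/phosphate, 0.005% Tween-20, pH 5.0, 20 min at room temperature. Compounds tested up to 77 uM; AC50 from Hill fits.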
HTT ATP protect – qHTS Multiplex Assay to Identify Dual Action Probes in a Cell Model of Huntington: Cytoprotection (ATP). Potency, µM (top dose mostly 56.4 µM), inactives show cytoprotection (ATP increase), actives largely listed as activators. PC12 HTT-Q103 induced, cytoprotection, ATP luminescence, 40 h. AID 1471, 2008. 0.14% of 230,000 active;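 further: % of control where 0% means no effect; nearly all actives have a fitted effect of over 45% in size; toxic huntingtin expression switched on by the ecdysone agonist tebufenozide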
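Compounds were screened for protection of PC12 cells against cell death after tebufenozide induction (100 nM final) of mutant Huntingtin exon 1 (Q103) fused to GFP.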
RGS12 GoLoco inh – qHTS Assay for Inhibitors of RGS12 GoLoco Motif Activity (Red Fluorophore). AID 880, 2007. Potency, µM (top dose mostly 61.6 µM), for inactives: at the top dose activity, negative = inhibition, hits mostly inhibitors. Gai1:RGS12 GoLoco peptide FP, rhodamine, 10 min. 0.44% of 230,000 active. Guanine nucleotide-binding protein G(i) subunit alpha-1 (Homo sapiens), P63096; active means well fitted inhibition curve with a large enough effect, not every such curve was filed as active; inactive means no such curve, though single readings can be large or run the other way; further: on the % scale 0 is the no-effect control and ±100 the full control effect; nearly all actives have a fitted effect of over 30% in size; many of its hits are not listed in these tables
Target sequence (P63096 whole entry, looked up): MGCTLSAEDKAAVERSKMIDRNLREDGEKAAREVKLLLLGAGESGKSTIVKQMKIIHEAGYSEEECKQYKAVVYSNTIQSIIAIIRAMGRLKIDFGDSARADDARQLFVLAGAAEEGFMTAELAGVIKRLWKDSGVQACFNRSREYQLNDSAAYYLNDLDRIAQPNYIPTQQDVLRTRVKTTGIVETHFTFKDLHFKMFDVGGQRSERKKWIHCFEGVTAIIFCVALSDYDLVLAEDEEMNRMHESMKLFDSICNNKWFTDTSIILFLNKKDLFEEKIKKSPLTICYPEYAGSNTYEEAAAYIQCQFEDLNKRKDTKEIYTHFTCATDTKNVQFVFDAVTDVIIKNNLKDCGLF
IMPase Li cell – qHTS Assay for Identifying the Cell-Membrane Permeable IMPase Inhibitors: Potentiation with Lithium; Potency, µM (series often up to 59.4 µM), for the others: at the highest dose activity, negative = IMPase inhibition, hits mostly inhibitors; 0.35% of 210,000 active; CHO-M1 cells, IP1 TR-FRET (IP-One), carbachol + lithium;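 further: IP1 builds up when IMPase is blocked and the TR-FRET signal falls; plate controls were basal vehicle for no effect and high inhibitor control for full effect; nearly all actives have a fitted effect of over 50% in size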
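Readout is a homogeneous TR-FRET IP1 immunoassay (Ex 320, Em 665 and 620), where raised cytosolic IP1 lowers signal. Cells were CHO-M1 treated 30 min at 37C with test compounds plus a little lithium; AC50 values came from Hill-equation fitting.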
GAA spleen mod – qHTS Assay for Inhibitors and Activators of Human alpha-Glucosidase From Spleen Homogenate. AID 2112, 2009. 0.006% of 240,000 active. Lysosomal alpha-glucosidase (Homo sapiens), P10253. human spleen homogenate, 4-MU-alpha-glucoside fluorescence. Potency, µM (series often up to 79.9 µM), inactives show at the highest dose activity change, negative = inhibition, actives largely listed as inhibitors;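 further: 0% = enzyme with vehicle and -100% = no enzyme basal signal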
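Human spleen homogenate (1 ug) incubated with compounds and 1 mM 4-methylumbelliferyl-alpha-D-glucopyranoside in pH 5.0 citrate/phosphate buffer, 37 C, 40 min. Stopped at pH 10; 4-MU fluorescence (Ex 365/Em 440 nm); AC50 by Hill fit.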
* hit, by the source's call; ? = inconclusive; / = no result given; [ ] = remark or other dose. Unless noted, the call rests on the fitted dose curve; in most records, active means well fitted curve in the direction sought with a large enough effect; inconclusive means small, poorly fitted or top-dose-only effect, or another doubt; inactive means no such curve, though single readings can be large; an effect the other way counts as inactive or inconclusive. Potency means the concentration at half of the fitted maximal effect. The list is partial. The share of hits here may be higher or lower than overall.

Letter code – A = GAA glycogen; B = HttQ103 aggreg; C = GAA inhib; D = HTT ATP protect; E = RGS12 GoLoco inh; F = IMPase Li cell; G = GAA spleen mod
> CCCCCCCCNC(CO)(CO)CO
  A = 0%; B = -14%[9.22 µM]; C = /; D = 26%[10 µM]; E = 6%; F = /; G = 2%
> Nc1nn(-c2ccccc2)c(N)c1N=Nc1ccccc1
  A = -2%; B = -22%; C = -12%; D = -23%[10 µM]; E = -2%; F = 3%; G = 0%
> CCOC(=O)c1cnc(SCc2cccc3ccccc23)nc1N
  A = -3%; B = -7%; C = -14%; D = -10%; E = 5%; F = 48%[activator][38.3 µM]; G = -3%
> O=C1c2cc([N+](=O)[O-])ccc2-c2ncccc21
  A = -7%; B = -6%[9.22 µM]; C = -1%; D = 11%[10 µM]; E = 7%; F = /; G = -15%
> CCc1ccccc1NC(=S)N(Cc1ccco1)C(C)c1cccs1 (stereo not drawn)
  A = -29%; B = 4µM*; C = 4%; D = -30%; E = 2%; F = -2%; G = -9%
> COc1ccc(CCNc2ncnc3[nH]ncc23)cc1OC
  A = -1%; B = ?; C = -1%; D = -9%[10 µM]; E = 7%; F = 21%[38.3 µM]; G = -6%
> COc1cc(NC(=O)CCN2CCN(c3ccccc3F)CC2)cc(OC)c1
  A = -2%; B = 12%; C = -3%; D = 10%[10 µM]; E = -3%; F = 13%[38.3 µM]; G = -8%
> Cc1cc(Cl)c(S(=O)(=O)Nc2cc(S(=O)(=O)N3CCOCC3)ccc2F)cc1OCC(N)=O
  A = -3%; B = -10%[9.22 µM]; C = 4%; D = 10%[10 µM]; E = 4%; F = -2%; G = 3%
> O=C(CSc1nnnn1-c1ccc(F)cc1)NCc1cccs1
  A = 28%; B = 13%[9.22 µM]; C = -1%; D = 15%[10 µM]; E = 19%; F = 6%; G = 2%
> O=C(COC(=O)c1cc2ccccc2oc1=O)c1cccc([N+](=O)[O-])c1
  A = 8%; B = 8%; C = -4%; D = 31%[10 µM]; E = 6%; F = -1%; G = -7%
> COc1ccc(NC(=S)N2CCN(C/C=C/c3ccccc3)CC2)cc1
  A = 2%; B = 4%; C = 0%; D = 20%[10 µM]; E = /; F = /; G = -8%
> CCO[C@H]1OC(C(N)=O)=C[C@@H](c2ccccc2)[C@@H]1CCCO
  A = 7%; B = 15%[9.22 µM]; C = /; D = 1%[10 µM]; E = -7%; F = 0%; G = 15%
> COc1ccc(C2C(C#N)=C(N)Oc3c2ccc2cccnc32)cc1OC (stereo not drawn)
  A = -18%; B = /; C = 15%; D = /; E = 22%; F = 12%; G = -16%
> O=C(c1ccc(NS(=O)(=O)c2cccs2)cc1)N1CCN(c2ccccc2Cl)CC1
  A = -3%; B = -24%; C = 4%; D = 13%[10 µM]; E = 26%; F = 23%; G = 6%
> CCOC(=O)/C(C(=O)Nc1ccccc1Br)=C1/NC(C)(C)Cc2ccccc21
  A = -5%; B = 13%; C = -4%; D = -9%[10 µM]; E = 12%; F = 7%; G = 9%
> CCCOc1nc2ccccc2cc1/C=C/C(=O)O
  A = -3%; B = 3%; C = ?; D = -18%; E = 10%; F = 6%; G = 7%
> COc1ccccc1NC(=O)Cn1c(=O)sc2ccccc21
  A = -4%; B = 2%; C = 0%; D = -2%; E = 5%; F = 10%[38.3 µM]; G = 1%
> C=CCSc1nnc(C)c(/C=C/Nc2ccc(Cl)cc2)n1
  A = -10%; B = -6%; C = -5%; D = /; E = 83%[activator]; F = 12%; G = 5%
> Cc1cccc(C)c1NC(=O)CC(NCc1ccco1)C(=O)O (stereo not drawn)
  A = 8%; B = 3%; C = -3%; D = 26%[10 µM]; E = 7%; F = -11%[38.3 µM]; G = 7%
> COc1ccc(-c2cc3ccccc3n2CC(O)CN2CCC(C)CC2)cc1 (stereo not drawn)
  A = 7%; B = -4%; C = -21%; D = -47%[inhibitor]; E = 2%; F = 3%; G = 0%
> CC1=NN2C(=N)/C(=C\c3ccc(SCc4ccccc4)o3)C(=O)N=C2S1
  A = 5%; B = 5%; C = -6%; D = -26%; E = 52%[activator]; F = 38%[activator][38.3 µM]; G = 2%
> COC(=O)c1c(NC(=O)C2CCCCC2C(=O)O)sc2c1CCCCC2 (stereo not drawn)
  A = 7%; B = 12%[9.22 µM]; C = 3%; D = -42%[inhibitor]; E = 1%; F = -7%; G = 6%
> Cc1cccc(C)c1NC(=O)CC(NCCc1ccccc1)C(=O)O (stereo not drawn)
  A = 12%; B = 15%; C = 0%; D = /; E = -4%; F = -2%; G = 4%
> O=c1cc(N2CCc3ccccc3C2)[nH]c(=O)n1-c1ccc(Cl)cc1
  A = -2%; B = -3%; C = 0%; D = -23%; E = -4%; F = 0%[38.3 µM]; G = 2%
> N/C(=N/OS(=O)(=O)c1ccc([N+](=O)[O-])cc1)c1ccncc1
  A = 6%; B = -17%; C = 10%; D = ?; E = -3%; F = 3%; G = 1%
> Cc1ccccc1-n1c(-c2csc(C)c2C)n[nH]c1=S
  A = -27%; B = ?; C = 4%; D = /; E = 2%; F = 2%; G = 6%
> Cn1c(=O)c2c(nc(CN3CCN(c4ccccc4)CC3)n2CCN2CCOCC2)n(C)c1=O
  A = -6%; B = ?; C = 1%; D = -1%; E = -1%; F = -1%[38.3 µM]; G = 4%
> Cc1ccc2c(CC(=O)N3CCN(c4ccccc4)CC3)coc2c1
  A = 4%; B = 3%; C = ?; D = -16%; E = -6%; F = -4%; G = /
> Oc1ccc(Br)cc1/C=N/N1CCN(Cc2ccccc2)CC1
  A = -26%; B = -22%; C = 5%; D = -5%; E = 8%; F = 16%[38.3 µM]; G = -8%
> O=C(COC(=O)c1ccccn1)Nc1cccc(Cl)c1
  A = 4%; B = -8%; C = -1%; D = -23%; E = 4%; F = -1%[38.3 µM]; G = 4%
> COc1cc(C2Nc3ccc4ncccc4c3C3=C2C(=O)CC(C)(C)C3)cc(OC)c1O (stereo not drawn)
  A = 25µM*; B = ?; C = 14%; D = -6%; E = -2%; F = 2%[38.3 µM]; G = 6%
> C[C@@](N)(C(=O)O)c1ccc(P(=O)(O)O)cc1
  A = /; B = /; C = /; D = -6%; E = -4%; F = 0%; G = 9%
> Cn1cc(CNCC2CCCO2)c(-c2ccc(Oc3ccccc3)cc2)n1 (stereo not drawn)
  A = -5%; B = -4%[9.22 µM]; C = -4%; D = -17%[10 µM]; E = -6%; F = 13%; G = -3%
> O=C(Nc1cccc(NC(=O)C2CC2)n1)C1CC1
  A = -4%; B = -19%; C = 1%; D = 0%[10 µM]; E = -37%; F = 5%; G = 2%
> N#C/C(=C/c1ccc(N2CCOCC2)o1)c1ccc(Br)cc1
  A = -30%; B = ?; C = -8%; D = 10%; E = 20%; F = 13%[38.3 µM]; G = 2%
> CC(=O)Nc1nc2ccccc2n1Cc1ccc(C)cc1
  A = 5%; B = ?; C = -5%; D = -10%; E = 3%; F = 2%; G = 1%
> Cc1cccc(C2CC3(CC(C)(C)NC(=S)N3)Oc3cc(O)ccc32)c1 (stereo not drawn)
  A = -24%; B = 3%[9.22 µM]; C = ?; D = 16%[10 µM]; E = 33%[activator]; F = 23%; G = -4%
> O=C(O)CC/C(=C\c1ccc(Cl)c([N+](=O)[O-])c1)c1nc2ccccc2s1
  A = 1%; B = -11%; C = 2%; D = 14%[10 µM]; E = 5%; F = 0%; G = -4%
> CC(OC(=O)C1CCN(S(=O)(=O)c2ccccc2)CC1)C(=O)Nc1ncc(Cl)cc1Cl (stereo not drawn)
  A = -11%; B = -7%; C = ?; D = -8%; E = -2%; F = 8%[38.3 µM]; G = -14%
> COc1ccc(CN2CCOCCOCCN(Cc3ccc(OC)cc3)CCOCCOCC2)cc1
  A = 6%; B = -4%[9.22 µM]; C = /; D = 10%[10 µM]; E = 8%; F = /; G = -5%
> Cn1c(=O)c2[nH]c(SCC(=O)c3ccc(F)cc3)nc2n(C)c1=O
  A = -5%; B = -29%[9.22 µM]; C = /; D = -33%[10 µM]; E = 7%; F = /; G = -8%
> N#Cc1cccc(NC(=O)CSc2ccccc2)c1
  A = 4%; B = -12%; C = -8%; D = 13%; E = -4%; F = 6%[38.3 µM]; G = -3%
> CC(C)(C)NCc1cccn1-c1sc2c(c1C#N)CCCC2
  A = 4%; B = -6%; C = -2%; D = -12%; E = 0%; F = -2%[38.3 µM]; G = -8%
> COc1ccc(C(=O)c2c[nH]c(C(=O)NCc3ccco3)c2)cc1
  A = 7%; B = -12%; C = -7%; D = -18%; E = -6%; F = 13%[38.3 µM]; G = 1%
> O=C(Nc1ccccc1)N1CCC2(CC1)CCN(C(=O)c1ccco1)CC2
  A = /; B = /; C = /; D = ?; E = 0%; F = 1%; G = -5%
> O=C(NCC1CCCO1)c1ccc2c(c1)C(=O)N(C1CCCCC1)C2=O (stereo not drawn)
  A = 7%; B = -14%; C = 9%; D = 8%; E = -2%; F = 6%[38.3 µM]; G = -3%
> CCSc1nnc(NC(=O)c2nc(-c3ccccc3)n(-c3ccccc3)n2)s1
  A = -8%; B = -8%; C = -6%; D = -13%; E = 2%; F = -7%[38.3 µM]; G = 0%

Another view of part of the listing above.
SMILES: Cn1c(=O)c2[nH]c(SCC(=O)c3ccc(F)cc3)nc2n(C)c1=O
  GAA glycogen = -5%	HttQ103 aggreg = -29%[9.22 µM]	GAA inhib = /	HTT ATP protect = -33%[10 µM]	RGS12 GoLoco inh = 7%	IMPase Li cell = /	GAA spleen mod = -8%
SMILES: C[C@@](N)(C(=O)O)c1ccc(P(=O)(O)O)cc1
  GAA glycogen = /	HttQ103 aggreg = /	GAA inhib = /	HTT ATP protect = -6%	RGS12 GoLoco inh = -4%	IMPase Li cell = 0%	GAA spleen mod = 9%
SMILES: COc1cc(C2Nc3ccc4ncccc4c3C3=C2C(=O)CC(C)(C)C3)cc(OC)c1O (stereo not drawn)
  GAA glycogen = 25µM*	HttQ103 aggreg = ?	GAA inhib = 14%	HTT ATP protect = -6%	RGS12 GoLoco inh = -2%	IMPase Li cell = 2%[38.3 µM]	GAA spleen mod = 6%
SMILES: CC(=O)Nc1nc2ccccc2n1Cc1ccc(C)cc1
  GAA glycogen = 5%	HttQ103 aggreg = ?	GAA inhib = -5%	HTT ATP protect = -10%	RGS12 GoLoco inh = 3%	IMPase Li cell = 2%	GAA spleen mod = 1%
